LYP phosphatase = inhibitors of LYP phosphatase, biochemical, fluorescence intensity, uHTS (AID 1779); recombinant LYP phosphatase, fluorescence intensity; higher % means a stronger effect; one-dose inhibition, % at 11.5 µM; IC50 in µM for titrated hits; 290,000 tested, 0.054% active; in the data active means inhibition above about 50%;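 further: plate controls were vehicle with enzyme for no effect and no enzyme for full effect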
RSV antiviral HEp-2 = inhibition of RSV-induced cytopathic effect – HEp-2 cells, primary 10 µM value included (AID 2391); HEp-2 cells, RSV-induced CPE inhibition; higher % means a stronger effect; CPE inhibition, % at 10 µM; hits with a dose series show IC50 in µM; 310,000 tested, 0.13% active; in the data active means a potency from the dose series; further: strong numbers were not always called active
K1F lysis inhibition = inhibition of K1F phage lysis, E. coli UTI89, bacterial capsule biogenesis inhibitors, alamar blue (AID 488966) | E. coli UTI89 K1F phage lysis, alamar blue, 2 h; higher % means a stronger effect | 340,000 tested, 0.02% active | inhibition, % at 100 µM; hits with a dose series show IC50 in µM;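 active means phage lysis inhibition, versus mean bacterial control, above a set limit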;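 further: capsule biogenesis inhibitors block K1F phage lysis so surviving cells raise fluorescence; higher fluorescence means more inhibition of phage lysis; actives were called in the ten point dose series up to 300 µM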
Autophagy HCS = modulators of autophagy; MEF GFP-LC3 puncta imaging; test concentration mostly 10 µM; AID 463193; calls only at 10 µM (by protocol); 190,000 tested, 0.98% active;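 active means percentage of spot-positive cells more than 3 SD above its plate mean, without a fluorescence outlier flag or 80% toxicity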;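 further: spot-positive cell cutoff set from DMSO-treated cells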
GPR35 arrestin U2OS = inhibition of zaprinast-stimulated GPR35 beta-arrestin translocation – imaging, U2OS, beta-arrestin-GFP, zaprinast agonist, primary screen (AID 2058). U2OS GPR35 beta-arrestin-GFP translocation imaging, zaprinast antagonism; higher % means a stronger effect. inhibition, % at 10 µM; hits with a dose series show IC50 in µM. 290,000 tested, 0.052% active;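 active means inhibition of at least 50% with at least 30 cells and total cytoplasm GFP at most 10,000,000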
NTR1 ag = agonists of NTR1, primary screen, imaging, U2OS cells, beta-arrestin-GFP, high content (AID 493036) | P30989 | NTR1-U2OS beta-arrestin-GFP spot imaging, agonist mode | activation, % at 20 µM | 330,000 tested, 0.17% active;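 active means activation at or above 40% of the spot to cytoplasm intensity ratio, with at least 20 cells analyzed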;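 further: 0% = DMSO without peptide and 100% = 100 nM NTR1 peptide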
Target sequence (P30989 whole entry, looked up): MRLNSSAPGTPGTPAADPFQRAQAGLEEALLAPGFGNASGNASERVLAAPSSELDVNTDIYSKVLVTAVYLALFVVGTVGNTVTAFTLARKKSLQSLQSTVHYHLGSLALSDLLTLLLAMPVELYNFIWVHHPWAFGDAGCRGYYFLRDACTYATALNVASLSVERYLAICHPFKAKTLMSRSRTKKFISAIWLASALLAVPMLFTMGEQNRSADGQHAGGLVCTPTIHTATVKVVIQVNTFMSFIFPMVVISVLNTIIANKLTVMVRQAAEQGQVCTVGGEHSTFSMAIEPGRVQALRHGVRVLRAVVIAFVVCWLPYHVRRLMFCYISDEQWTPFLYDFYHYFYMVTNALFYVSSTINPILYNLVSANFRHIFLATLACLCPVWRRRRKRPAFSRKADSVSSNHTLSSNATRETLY
AID2073 = disruptors of CaV2.2 binding to Mint1 – biochemical, HTRF (AID 2073). HTRF protein-protein interaction, Mint1-CaV2.2; higher % means a stronger effect. one-dose inhibition, % at 20 µM; IC50 in µM for titrated hits. 290,000 tested, 0.19% active; in the data active means inhibition mostly above about 51%, no sharp cut-off; further: some results filed as inactive read as strong as hits
WT yeast gro inh = growth inhibition of WT yeast, mitochondrial fusion screen | AID 1362 | 190,000 tested, 2.1% active | mitochondrial fusion phenotypic screen, WT strain | inhibition, % at 10 µM; in the data active means inhibition above about 58%; tested in S. cerevisiae
NS5 inhibitors = flavivirus cap methylation enzyme inhibition – biochemical, confirmation dose response, primary screen (AID 588689). Dengue-2 NS5 methyltransferase capping enzyme assay, biochemical; higher % means a stronger effect. inhibition, % at 25 µM, or IC50 in µM where a hit was titrated. 340,000 tested, 0.3% active; in the data active means a potency from the dose series
WT yeast gro inh mutant strain = recorded beside WT yeast gro inh, whose call it bears; inhibition, %; mitochondrial fusion phenotypic screen, mutant strain inhibition
Autophagy HCS cell loss 18 h = second read-out of Autophagy HCS, no call of its own (marks repeat the call); toxicity, %; measured here: cell loss, nuclei count;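 cell loss after 18 h compound exposure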
NTR1 ag cell count 20 µM = further read-out of NTR1 ag, marked with its call; cell count; measured here: cell count, cytotoxicity flag
NS5 inhibitors pilot replicate = also measured in NS5 inhibitors; calls as there; inhibition, %; measured here: pilot screen replicate inhibition
Starred values were filed as active, the others as inactive; i = inactive; . = not tested or not shown; [ ] = dose if it differs, or a comment. An unsorted share of the library, and some 2.6% of all compounds hit somewhere here.

SMILES	LYP phosphatase	RSV antiviral HEp-2	K1F lysis inhibition	Autophagy HCS	Autophagy HCS cell loss 18 h	GPR35 arrestin U2OS	NTR1 ag	NTR1 ag cell count 20 µM	AID2073	WT yeast gro inh	WT yeast gro inh mutant strain	NS5 inhibitors	others
CC1CN(C(=O)Nc2ccc3c(c2)OCCO3)CC(C)O1 (centres undefined)	-5.0%	-1.6%	0.5%	i	21.9	0.5%	0.9	71	3.7%	-2.0	-5.1	-2.3%
CCSc1nnc(NC(=O)NC2CCCCC2)s1	-5.3%	4.0%	0.2%	i	-3.5	1.1%	-0.2	65	-11.5%	0.3	-8.9	-3.8%
CC(C)(C)C(=O)Nc1ccc(NC(=O)C(C)(C)C)cc1	-3.7%	-0.7%	-0.1%[50 µM]	.	.	2.6%	2.3	64	-9.7%	.	.	-4.6%
CCCCc1nc(C(N)=O)c2[nH]c(=O)n(-c3ccccc3F)c2n1	-13.7%	0.4%	0.3%	.	.	-5.5%	0.1	73	15.7%	.	.	-1.8%
O=C(CCN1CCCO1)N1CCCC(N2CCN(c3ccccc3F)CC2)C1 (centres undefined)	-8.6%	0.7%	0.1%	.	.	26.2%	-0.4	73	9.1%	.	.	2.8%
CC1(C)Cc2c(c(-c3ccccc3)[nH]c(=O)c2C#N)CO1	0.2%	0.5%	1.1%	i	-17.4	14.6%	0.8	32	9.3%	8.6	11.5	4.8%
O=C1NC2(CCCCCCC2)C(=O)N1Cc1ccc(F)cc1	-0.3%	3.0%	0.3%	.	.	10.5%	1.3	61	-2.7%	.	.	-2.4%
Cc1cc(C)c2c(c1)cc(C)c1nnc(SCC(=O)Nc3ccccc3N3CCOCC3)n12	-2.8%	3.9%	5.7%	i	0.2	1.8%	6.1	31	-2.3%	20.9	-6.5	0.0%
O=C(COc1ccc(N2C(=O)c3ccccc3C2=O)cc1)c1ccccc1	-1.3%	0.6%	0.2%	i	15.6	-11.4%	-0.3	83	23.9%	-15.2	1.3	-5.4%
O=C(COC(=O)CNC(=O)c1ccccc1)Nc1ccc(Cl)cc1C(F)(F)F	-5.7%	0.4%	1.0%[50 µM]	i	4.2	5.3%	1.8	55	4.4%	4.7	-6.2	2.6%
O=C(NNc1ncnc2c1cnn2-c1cccc(Cl)c1)c1ccco1	-3.6%	12.0%	0.8%[50 µM]	.	.	2.6%	0.7	55	3.1%	.	.	-2.6%
COc1ccc(/C=C/C2=NN(C)C(=O)CC2)cc1	3.6%	-0.6%	0.7%	i	3.3	9.4%	-0.4	103	-3.0%	11.1	20.7	8.5%
COc1cc(C#N)c(NC(=O)CN2CCC(C(N)=O)CC2)cc1OC	-3.5%	0.0%	0.0%	i	18.4	-8.4%	-0.7	87	8.2%	-8.3	4.8	4.4%
Cc1ccc(S(=O)(=O)N2CCN(Cc3cc(=O)n4ccccc4n3)CC2)c(C)c1	.	0.3%	-0.6%[50 µM]	.	.	.	0.3	75	.	.	.	-1.5%
N#Cc1cnc2nc(SCc3ccccc3)nn2c1	-3.0%	2.9%	1.1%	.	.	-7.3%	-0.6	78	5.1%	.	.	-2.0%
COC(=O)C1=C(CCc2ccccc2)NC(=O)NC1c1ccc([N+](=O)[O-])cc1 (centres undefined)	.	0.9%	1.1%	.	.	.	3.3	79	.	.	.	0.0%
CC(C)CNC(=O)CSc1nc(-c2cccs2)cc(C(F)(F)F)n1	2.3%	4.9%	2.5%	i	-13.7	-15.2%	-3.3	84	16.7%	-2.6	-1.5	4.8%
COc1ccc(C(CNC(=O)c2oc3ccccc3c2C)N2CCCC2)cc1 (centres undefined)	.	0.1%	1.4%[50 µM]	.	.	.	6.9	60	.	.	.	-13.9%
O=C(CN(C(=O)CCC(=O)Nc1nccs1)c1cccc(F)c1)NCc1ccccc1	-3.9%	0.2%	0.2%	.	.	4.5%	-0.3	45	-1.4%	.	.	-4.1%
CCOc1ccc(-c2c(=O)n(OCc3nc4ccccc4[nH]3)c3ccccc3[n+]2[O-])cc1	-9.1%	2.2%	0.9%	.	.	-2.0%	0.2	59	1.6%	.	.	7.8%
Cc1cc(=O)oc(C)c1C(=O)N1CCCc2ccccc21	-9.6%	-0.2%	2.9%	i	5.2	8.6%	1.3	53	4.5%	9.4	18.8	4.0%
O=C(O)CCC(=O)c1c[nH]c2ccccc12	-2.1%	-1.2%	0.1%	i	-4.2	-4.7%	-1.9	78	4.7%	-22.9	-3.3	-0.7%
COc1cc(C(=O)OCC(C)=O)ccc1OCc1c(C)noc1C	-4.6%	.	0.6%	i	-2.7	-10.6%	.	.	-3.4%	21.7	3.2	-7.3%
CCCn1c(COc2ccccc2OC)nc2ccccc21	-8.1%	0.5%	-1.7%	.	.	11.0%	2.1	60	9.1%	.	.	-1.9%
OC1CCN(C(=S)Nc2ccc(Nc3ccccc3)cc2)CC1	0.2%	2.4%	1.5%	i	5.1	-15.4%	1.9	50	-16.4%	-1.9	11.3	-11.9%
COc1cc(S(=O)(=O)N2CCOCC2)ccc1NC(=O)COC(=O)C12CC3CC(CC(C3)C1)C2	2.5%	0.9%	0.5%	i	-4.4	6.3%	3.2	42	10.4%	24.8	23.5	-10.6%
OC(C#CCN1CCOCC1)c1cccs1 (centres undefined)	-2.7%	2.6%	0.5%	i	-7.2	-4.0%	-1.6	77	0.0%	2.3	2.0	-4.7%
COc1ccccc1N1CCN(C(=O)c2oc3ccc(F)cc3c2C)CC1	1.7%	1.4%	0.0%	i	12.2	18.2%	-2.6	49	-7.3%	56.6	20.9	1.9%
COc1ccccc1-c1ccc(=O)n(CC(=O)Nc2ccc(C(=O)N3CCCC3)cc2)n1	-1.3%	1.8%	-3.6%	i	12.4	0.0%	1.1	73	-3.3%	-18.5	-14.1	-7.6%
CC(C)c1ccc(/C=C(\NC(=O)c2ccccc2)C(=O)NCCN2CCOCC2)cc1	-4.7%	0.8%	-0.2%	.	.	19.2%	0.9	59	4.1%	.	.	-9.4%

An excerpt from above in order of number of heavy atoms, rising:
SMILES	LYP phosphatase	RSV antiviral HEp-2	K1F lysis inhibition	Autophagy HCS	Autophagy HCS cell loss 18 h	GPR35 arrestin U2OS	NTR1 ag	NTR1 ag cell count 20 µM	AID2073	WT yeast gro inh	WT yeast gro inh mutant strain	NS5 inhibitors	others
Cc1cc(=O)oc(C)c1C(=O)N1CCCc2ccccc21	-9.6%	-0.2%	2.9%	i	5.2	8.6%	1.3	53	4.5%	9.4	18.8	4.0%
OC1CCN(C(=S)Nc2ccc(Nc3ccccc3)cc2)CC1	0.2%	2.4%	1.5%	i	5.1	-15.4%	1.9	50	-16.4%	-1.9	11.3	-11.9%
COc1ccccc1-c1ccc(=O)n(CC(=O)Nc2ccc(C(=O)N3CCCC3)cc2)n1	-1.3%	1.8%	-3.6%	i	12.4	0.0%	1.1	73	-3.3%	-18.5	-14.1	-7.6%

More records
SMILES	LYP phosphatase	RSV antiviral HEp-2	K1F lysis inhibition	Autophagy HCS	Autophagy HCS cell loss 18 h	GPR35 arrestin U2OS	NTR1 ag	NTR1 ag cell count 20 µM	AID2073	WT yeast gro inh	WT yeast gro inh mutant strain	NS5 inhibitors	others
C[C@@H](C[C@@H](O)[C@H](O)C(C)(C)O)[C@@H]1CC[C@]2(C)C3=CC[C@H]4C(C)(C)C(=O)CC[C@]4(C)[C@H]3CC[C@@]12C	13.1%	-4.1%	0.3%	i	7.8	-18.6%	24.0	32	-0.6%	60.3*	-20.0*	-3.2%
CCOC(=O)c1ccc(N2C(=O)CC(NC3CCN(C(=O)c4ccc(F)cc4)CC3)C2=O)cc1 (centres undefined)	2.9%	-0.8%	-0.2%	i	31.0	-3.1%	0.8	58	10.5%	26.8	-4.3	-2.0%
Clc1ccc(N2N=C(c3cccs3)CC2c2ccco2)cc1 (centres undefined)	-3.9%	4.3%	2.5%[50 µM]	i	29.0	-21.9%	0.0	65	30.6%	5.1	9.6	-2.1%
C=CCSc1nc(=O)n2cccc(C)c2n1	1.6%	4.9%	2.7%	i	-28.1	19.8%	0.2	82	3.0%	1.0	-4.0	-12.0%
Cc1ccc2nc(SCC(=O)Nc3oc(C)c4c(C)n[nH]c(=O)c34)[nH]c2c1	.	1.4%	0.8%[50 µM]	.	.	.	-3.0	54	.	.	.	-4.4%
O=C(COC(=O)c1cccc2c1C(=O)c1ccccc1C2=O)NC1CCCCC1	1.0%	10.5%	0.3%	i	15.9	-2.9%	14.0	73	23.0%	33.2	15.6	0.0%
CC1(C)NC(=O)N(CC(O)CN2CCOCC2)C1=O (centres undefined)	-2.8%	0.4%	-0.1%	i	1.7	-12.4%	5.9	84	1.8%	-1.2	20.5	-4.2%
CN(CC(=O)Nc1ccccc1Cl)C(=O)COC(=O)Cc1ccc(F)cc1	-11.0%	0.6%	-0.2%	.	.	-0.2%	-0.6	55	-1.5%	.	.	-2.6%
CC(C)C[C@@H](CO)N1CCN(Cc2ccc(Br)cc2)CCC1=O	-8.5%	-0.1%	1.1%	.	.	-8.1%	-4.4	65	0.9%	.	.	-11.2%
COC(=O)C1=C(C)NC(=O)NC1c1ccc([N+](=O)[O-])o1 (centres undefined)	0.1%	0.4%	-4.9%	i	5.0	9.1%	-0.1	63	34.9%	-1.0	-0.9	3.6%

3 records picked at random from those above, as already listed:
SMILES	LYP phosphatase	RSV antiviral HEp-2	K1F lysis inhibition	Autophagy HCS	Autophagy HCS cell loss 18 h	GPR35 arrestin U2OS	NTR1 ag	NTR1 ag cell count 20 µM	AID2073	WT yeast gro inh	WT yeast gro inh mutant strain	NS5 inhibitors	others
Cc1ccc2nc(SCC(=O)Nc3oc(C)c4c(C)n[nH]c(=O)c34)[nH]c2c1	.	1.4%	0.8%[50 µM]	.	.	.	-3.0	54	.	.	.	-4.4%
COC(=O)C1=C(C)NC(=O)NC1c1ccc([N+](=O)[O-])o1 (centres undefined)	0.1%	0.4%	-4.9%	i	5.0	9.1%	-0.1	63	34.9%	-1.0	-0.9	3.6%
O=C(CN(C(=O)CCC(=O)Nc1nccs1)c1cccc(F)c1)NCc1ccccc1	-3.9%	0.2%	0.2%	.	.	4.5%	-0.3	45	-1.4%	.	.	-4.1%

Carrying on:
SMILES	LYP phosphatase	RSV antiviral HEp-2	K1F lysis inhibition	Autophagy HCS	Autophagy HCS cell loss 18 h	GPR35 arrestin U2OS	NTR1 ag	NTR1 ag cell count 20 µM	AID2073	WT yeast gro inh	WT yeast gro inh mutant strain	NS5 inhibitors	others
CC(=O)N1CC(C)Sc2ccc(S(=O)(=O)NCCc3cccc(C)c3)cc21 (centres undefined)	-11.3%	2.4%	0.1%	.	.	-3.0%	0.9	48	3.4%	.	.	-8.0%
COc1ccc(C(CNC(=O)c2cccc(Br)c2)N2CCCC2)cc1 (centres undefined)	-6.5%	-0.8%	0.5%	i	-2.7	-6.0%	0.5	73	-1.1%	-7.6	1.2	-6.2%	NS5 inhibitors pilot replicate=-3.0
COc1cc(NC(=O)c2cc([N+](=O)[O-])ccc2NC(=O)CNC2CCCCC2C)cc(OC)c1 (centres undefined)	5.7%	14.7%	-0.6%	.	.	-12.4%	1.6	62	4.1%	.	.	-0.7%
COc1ccc(N2CCN(C(=O)CSc3ncnc4c3cnn4-c3ccccc3C)CC2)cc1	-6.6%	-0.5%	-0.4%	i	4.4	3.2%	-0.1	38	-2.6%	-12.7	-10.6	-3.5%

Screening data as filed in PubChem BioAssay.
